SNCA expr inh: Primary qHTS assay for inhibitors of alpha-synuclein gene (SNCA) expression; HEK-293 SNCA-luciferase knock-in, luminescence, 24 h; Potency, µM (series often up to 57.2 µM), for inactives: at the highest dose activity change, negative = inhibition, most hits filed as inhibitors; hit rate 0.17% among 140,000; AID 1671194, 2021;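 also: potency is read from the fitted curve at half-maximal effect; plate controls were DMSO cells for no effect and cell-free wells for full effect; nearly all actives have a fitted effect of over 45% in size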
GPT2 inhibitor: Primary qHTS assay for inhibitors of Glutamate pyruvate transaminase 2 (GPT2); AID 1671188, 2021; Recombinant GPT2, coupled pyruvate oxidase/HRP Amplex Red fluorescence; hit rate 0.25% among 100,000; Alanine aminotransferase 2 (Homo sapiens), Q8TD30; Potency, µM (highest dose often 57.7 µM), for inactives: top-dose activity change, negative = inhibition, usual class: inhibitors; also: potency is read from the fitted curve at half-maximal effect; nearly all actives have a fitted effect of over 60% in size; many of its hits are not listed in these tables
Target sequence (Q8TD30 whole entry, looked up): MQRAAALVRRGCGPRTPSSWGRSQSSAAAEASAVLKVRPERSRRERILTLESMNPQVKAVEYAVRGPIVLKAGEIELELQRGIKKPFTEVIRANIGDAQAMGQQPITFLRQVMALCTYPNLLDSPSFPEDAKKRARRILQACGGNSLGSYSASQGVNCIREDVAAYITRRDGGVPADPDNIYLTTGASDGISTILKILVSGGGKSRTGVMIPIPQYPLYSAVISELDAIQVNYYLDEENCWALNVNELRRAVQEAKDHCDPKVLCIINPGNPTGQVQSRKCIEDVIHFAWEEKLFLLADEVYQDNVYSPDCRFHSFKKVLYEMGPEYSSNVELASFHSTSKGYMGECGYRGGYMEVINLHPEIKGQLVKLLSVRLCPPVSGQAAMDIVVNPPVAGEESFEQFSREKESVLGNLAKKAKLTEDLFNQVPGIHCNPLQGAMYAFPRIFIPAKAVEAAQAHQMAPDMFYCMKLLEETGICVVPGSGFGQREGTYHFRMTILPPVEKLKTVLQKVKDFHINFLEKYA
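Inhibition is scored from Amplex Red fluorescence generated when pyruvate oxidase and HRP act on pyruvate released by GPT2. Reactions contain 10ng/uL enzyme, 250uM a-KG and 2mM L-alanine and run 30 min at room temperature.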
NIH3T3 tox: Cytotoxic Profiling in NIH 3T3 Cell Line of Diverse Libraries Using Quantitative High-Throughput Screening. hit rate 4.3% among 94,000. Potency, µM (series often up to 96.7 µM), for inactives: at the top dose activity change, negative = cytotoxicity, hits mostly inhibitors. NIH 3T3 viability, CellTiter-Glo ATP luminescence, 48-72 h. AID 1345082, 2018; also: potency is read from the fitted curve at half-maximal effect; nearly all actives have a fitted effect of over 55% in size
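ATP-dependent luminescence (CellTiter-Glo) served as the viability signal for NIH 3T3 cells treated with compound for 48 or 72 hr at 37 °C.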
IP6K1 inhibitor: Primary qHTS assay for small molecule inhibitors of Inositol hexaphosphate kinase 1 (IP6K1); Inositol hexakisphosphate kinase 1 (Homo sapiens), Q92551; hit rate 0.81% among 140,000; activity change, % (series mostly up to about 58 µM); AID 1645851, 2021; IP6K1 kinase, ADP-Glo luminescence, 2 h; hits give low values; in the data active = activity change below about -25%
Target sequence (Q92551 whole entry, looked up): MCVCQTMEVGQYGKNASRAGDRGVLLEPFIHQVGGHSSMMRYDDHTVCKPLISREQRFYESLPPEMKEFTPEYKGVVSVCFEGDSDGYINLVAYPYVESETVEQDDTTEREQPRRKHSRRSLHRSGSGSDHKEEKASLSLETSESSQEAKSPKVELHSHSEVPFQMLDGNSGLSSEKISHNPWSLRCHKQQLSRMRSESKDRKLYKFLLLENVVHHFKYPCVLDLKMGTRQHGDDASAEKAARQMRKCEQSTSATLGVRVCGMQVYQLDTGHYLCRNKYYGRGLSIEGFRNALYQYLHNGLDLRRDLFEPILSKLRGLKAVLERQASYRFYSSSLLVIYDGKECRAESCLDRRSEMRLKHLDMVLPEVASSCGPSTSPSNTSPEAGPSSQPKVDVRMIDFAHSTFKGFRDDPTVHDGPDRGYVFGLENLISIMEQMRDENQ
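ADP-Glo luminescence measures ADP made by human IP6K1 during a 2 h RT reaction with ATP/IP6 (mix at 1.3 mM/130 uM); top library doses 57.5 and 19.1 uM final.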
HEK cytotox: Cytotoxic Profiling in HEK 293 Cell Line of Diverse Libraries Using Quantitative High-Throughput Screening. Potency, µM (doses to about 115 µM), for the others: at the highest dose activity change, negative = cytotoxicity, usual class: inhibitors. AID 1345083, 2018. HEK 293 viability, ATP luminescence (CellTiter-Glo), 48-72 h. hit rate 6.6% among 94,000; also: potency is read from the fitted curve at half-maximal effect; nearly all actives have a fitted effect of over 60% in size
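HEK 293 cells at 250 cells/well were exposed to compounds by pintool transfer for 48 or 72 hr at 37 degree Celsius, 5% CO2. Viability was read as ATP-coupled luminescence with CellTiter-Glo after 10 min at room temperature.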
SNCA viab count: GF-AFC viability counterscreen for inhibitors of alpha-synuclein gene (SNCA) expression; HEK-293-SNCA-luc viability, GF-AFC fluorescence, 24 h; Potency, µM (top dose mostly 57.1 µM), without a hit: at the highest dose activity change, negative = cytotoxicity, actives largely listed as cytotoxic; hit rate 0.12% among 150,000; AID 1671193, 2021;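 also: potency is read from the fitted curve at half-maximal effect; 0% = DMSO-treated cells and -100% = medium-only wells without cells; nearly all actives have a fitted effect of over 30% in size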
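Cytotoxicity counterscreen: after 24 h compound treatment of genome-edited SNCA-luciferase HEK-293 cells, live-cell protease substrate GF-AFC read by fluorescence after 30 min; activity scaled between DMSO (0%) and medium-only (-100%), curves Hill-fitted.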
Luciferase inh: Firefly luciferase inhibition profiling of diverse chemical library using quantitative high-throughput screening; purified P. pyralis luciferase, luminescence, biochemical; hit rate 2.5% among 76,000; Potency, µM (top dose mostly 115 µM), inactives show at the top dose activity change, negative = inhibition, usual class: inhibitors; also: potency is read from the fitted curve at half-maximal effect; nearly all actives have a fitted effect of over 65% in size
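Purified P. pyralis luciferase (10nM final) in 50mM Tris acetate pH 7.5, 10mM Mg acetate, 0.01% Tween-20, 0.05% BSA with 10uM D-luciferin and 10uM ATP. Compounds titrated qHTS. Luminescence imaged on CCD.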
* marks the source's active call; other numbers are inactive results; i = inactive; ? = inconclusive; / = no result given; & = joins results of further samples; [ ] = another dose, or the depositor's remark. Unless noted, calls follow the shape of the dose curve; as a rule, active = well fitted curve in the direction sought with a large enough effect; inconclusive = small, poorly fitted or top-dose-only effect, or another doubt; inactive = no such curve, though single readings can be large; an effect the other way counts as inactive or inconclusive. Unless noted, % is scaled to controls: 0 for no effect and ±100 for the full control effect.

molecule | SNCA expr inh | GPT2 inhibitor | NIH3T3 tox | IP6K1 inhibitor | HEK cytotox | SNCA viab count | Luciferase inh
CC(C)C[C@@H](NC(=O)C1=C[C@@H](NC(=O)c2cccs2)[C@@H](O)[C@H](O)C1)C(N)=O | 31%[activator][87.6 µM] | ? | -12%[174 µM] | 1 | -17%[172 µM] | 4%[87.6 µM] | -2%[172 µM]
Cc1ccc(C)c(NC(=O)c2cnn(-c3ccc(F)cc3F)c2C2CCNCC2)c1 | -19% | / | / | -12 | / | 3% | /
COc1cccc([S+](=O)([O-])N2CCC3(CC2)C(=O)NN=C3C2CC2)c1 | -15% | i | -4% | -12 | -3% | 0% | 5%
O=C(c1ccc(Cl)cc1)N1CC[C@H]2COC(=O)N2c2cc(F)ccc2C1 | 34%[activator][87.6 µM] | -13%[88.5 µM] | -12%[174 µM] | 0 | 1%[172 µM] | -13%[87.6 µM] | 9%[172 µM]
COc1ccc2oc(=O)c(-c3nc(-c4cccs4)no3)cc2c1 | 13% | / | / | 40 | / | -7% | /
COCCCNC(=O)CSc1nc2cc3c(cc2c(=O)n1CCCCCC(=O)NCc1ccc(OC)cc1)OCO3 | 17% | / | / | 14 | / | -2% | /
CCOc1ccc(S(=O)(=O)N(CC(=O)NCc2ccccc2OC)c2ccccc2)cc1 | ? | / | / | 6 | / | -5% | /
Cc1cccc(N2CCN(c3ccc4cc(S(=O)(=O)N5CCC(C)CC5)ccc4n3)CC2)c1C | 24% | / | / | 20 | / | 1% | /
CS(=O)(=O)N1CCC(OC2CCN(C(=O)C3CCOC3)CC2)CC1 (configuration not stated) | 7% | -6% | -11% | -9 | -11% | 26% | -7%
O=C1Cc2cc(CCN3CCN(c4nsc5ccccc45)CC3)c(Cl)cc2N1 | 0% | -9% | / | 41&-8 | / | ? | /
COC[C@H](NC(=O)c1cnc(C)s1)C(=O)N[C@@H](COC)C(=O)N[C@@H](Cc1ccccc1)C(=O)[C@@]1(C)CO1 | ? | i | / | / | / | ? | /
CN(C)CCOCC1(C)COc2ccc(C(=O)Nc3cccc(N(C)C)c3)cc2N1 (configuration not stated) | 16%[87.6 µM] | 4%[88.5 µM] | ? | -5 | ? | 13%[87.6 µM] | ?
COc1ccc(S(=O)(=O)N2CCc3nc4cc(-c5ccccc5)[nH]n4c(=O)c3C2)cc1 | -28% | i | 1% | 0 | 13% | 14% | -18%
O=C(NCc1ccc(F)cc1)c1nc2cccnc2n(Cc2ccccc2)c1=O | -10% | 2% | -32% | 11 | ? | 0% | /
CCOc1ccc(NC(=O)Cn2c(=O)n(CCCCC(=O)NCCc3ccc(Cl)cc3)c(=O)c3ccccc32)cc1 | 1% | / | / | 6 | / | -6% | /
O=C(c1ccco1)N1CCC(Cc2nc(C3CCOCC3)no2)CC1 | -11% | i | -3% | 9 | 3% | 1% | -9%
Cc1ccccc1C(=O)Nc1ccc([C@H]2OCC(=O)N(CC(C)C)[C@@H]2CO)cc1 | 1%[87.6 µM] | -16%[88.5 µM] | ? | 15 | ? | 5%[87.6 µM] | -18%[172 µM]
Cc1ccc(-n2nc(C)c3c(C)c(CCC(=O)NCc4ccccc4Cl)c(C)nc32)cc1C | -14% | / | / | 7 | / | -7% | /
Cc1noc2c(N3CCOCC3)cc(-c3ccsc3)nc12 | 17%[87.6 µM] | -14%[88.5 µM] | 28µM* | -5 | ? | -19%[87.6 µM] | -1%[172 µM]
COCCN1Cc2ccc(NCc3ccccc3)nc2C(C)(C(=O)NC2COC2)C1 (configuration not stated) | -29%[87.6 µM] | -9%[88.5 µM] | ? | 11 | ? | -3%[87.6 µM] | -6%[172 µM]
CN(C)c1ccc(C(=O)N2CCN3C(=O)c4cc(-c5ccc6c(c5)OCO6)ccc4NC(=O)[C@H]3C2)cc1 | ? | -6% | -20% | 15 | ? | 1% | -18%
COc1ccccc1Nc1nc(-c2ccc(F)cc2)c2c(n1)-c1ccccc1OC2 | 16% | / | / | -7 | / | 10% | /
Cc1cccc(C(=O)NCCc2nc3ccccc3n2Cc2ccccc2Cl)c1 | 39%[activator] | / | / | 0 | / | -7% | /
CCOc1ccccc1NC(=O)Cn1c(=O)nc(-c2ccccc2F)c2cc(Cl)ccc21 | 130%[activator] | / | / | -2 | / | -18% | /
O=C(c1ccc(C(F)(F)F)cc1)N1CCn2c(nnc2C2CCCNC2)C1 (configuration not stated) | -11%&29% | -15% | -7% | 14&-3 | -15% | 8%&-9% | -2%

Limited to SNCA viab count and SNCA expr inh (2 entries from above):
| SMILES | SNCA viab count | SNCA expr inh |
| --- | --- | --- |
| Cc1ccc(-n2nc(C)c3c(C)c(CCC(=O)NCc4ccccc4Cl)c(C)nc32)cc1C | -7% | -14% |
| Cc1noc2c(N3CCOCC3)cc(-c3ccsc3)nc12 | -19%[87.6 µM] | 17%[87.6 µM] |

Whole records, quoted from the list. Order of screens: SNCA expr inh, GPT2 inhibitor, NIH3T3 tox, IP6K1 inhibitor, HEK cytotox, SNCA viab count, Luciferase inh
COc1ccc2oc(=O)c(-c3nc(-c4cccs4)no3)cc2c1 across the screens: 13%, /, /, 40, /, -7%, /
CS(=O)(=O)N1CCC(OC2CCN(C(=O)C3CCOC3)CC2)CC1 (configuration not stated) across the screens: 7%, -6%, -11%, -9, -11%, 26%, -7%
Cc1cccc(C(=O)NCCc2nc3ccccc3n2Cc2ccccc2Cl)c1 across the screens: 39%[activator], /, /, 0, /, -7%, /
O=C(c1ccc(C(F)(F)F)cc1)N1CCn2c(nnc2C2CCCNC2)C1 (configuration not stated) across the screens: -11%&29%, -15%, -7%, 14&-3, -15%, 8%&-9%, -2%
Cc1ccc(-n2nc(C)c3c(C)c(CCC(=O)NCc4ccccc4Cl)c(C)nc32)cc1C across the screens: -14%, /, /, 7, /, -7%, /

Next part:
molecule | SNCA expr inh | GPT2 inhibitor | NIH3T3 tox | IP6K1 inhibitor | HEK cytotox | SNCA viab count | Luciferase inh
Cc1oc(C(C)C)cc1C(=O)N1CC[C@](C)(O)[C@@H](O)C1 | -21% | 5% | 0% | -5 | 3% | -17% | -1%
Clc1cccc(N2CCN(c3ncnc4c3nc3n4CCCC3)CC2)c1 | 14% | / | / | 10 | / | -5% | /
COc1cccc(-c2ccc(C(=O)N3CCC(NC(=O)c4ccc(F)cc4)CC3)cc2)c1 | 3%&-4% | 2%&-2% | ? | -6&-10 | ? | -9%&-3%[12.5 µM] | /
O=C(NCCc1noc(C2CCCO2)n1)c1cnc(-c2cccnc2)nc1 (configuration not stated) | -10% | 0% | -4% | -5 | -9% | -19% | -1%
CCOc1ccc(OCC)c(-n2cnnn2)c1 | 48%[activator] | / | / | 5 | / | 17% | /
CCN(CC)C1(Cc2cc(-c3cccc(O)c3)on2)COC1 | 5%[87.6 µM] | -2%[88.5 µM] | -23%[174 µM] | 13 | -18%[172 µM] | 0%[87.6 µM] | -1%[172 µM]
COc1ccc(-c2ccc(C(=O)NC(C)C)c(Cl)c2)nn1 | / | / | ? | -11 | -28%[172 µM] | / | /
Cc1cc(C(=O)N2CCOC(CC(c3ccccc3)c3ccccc3)C2)no1 (configuration not stated) | 25% | i | -33% | 18 | ? | 12% | -16%
CCCOc1ccc(C2=NC(c3ccncc3)=Nc3ccc(C)cc3N2)cc1 | -7% | / | / | -10 | / | -7% | /
CCc1nc2nccc(-c3cc(OC)c(OC)c(OC)c3)n2n1 | 9% | -9% | ? | 0 | -27% | 8% | 0%
COCCN1C(=O)c2ccccc2C(C(=O)Nc2ccc(OC)c(OC)c2)C12CCCC2 (configuration not stated) | -11% | 4% | i | 9 | -6% | -4% | -2%
Cc1cc(NC(=O)CN(c2cccc(C)c2C)S(=O)(=O)c2ccccc2)ccc1Br | ? | / | / | 14 | / | -8% | /
O=C(Cn1nc2n(c1=O)CCCC2)N1CCN(c2ccccc2F)CC1 | -8% | i | i | 0 | 10% | 3% | -4%
COc1cc(NC(=O)[C@H]2CCC[C@H]2NC(=O)c2cnc(C)cn2)cc(OC)c1 | -1% | -9% | -9% | -2 | -8% | -5% | 2%
COCCN1CCC2(CCC1=O)CCN(C(=O)Nc1c(C)cccc1C)CC2 | 3% | 2% | -3% | 9 | 4% | -1% | 5%
CCOC(=O)c1c(C)[nH]c(CCC(=O)NCCCN2CCN(c3ccc(F)cc3)CC2)c1C | -28% | / | / | -3 | / | -6% | /
O=C(CC(c1cccs1)N1Cc2ccccc2C1=O)Nc1ccc(F)cc1F (configuration not stated) | -14% | / | / | -6 | / | 5% | /
CCc1cc(=O)n(CC(=O)N(C)c2cccc(C)c2)c(-c2ccccc2)n1 | -24% | i | 0% | 0 | -27% | -6% | -7%
COc1ccc(CC(=O)N2CCN(c3cc(-c4ccccc4)[nH]n3)CC2)cc1 | -7% | 5% | ? | -19 | ? | -6% | 5%
CC(C)(C)C(=O)NC1CCN(Cc2ccc(-c3ccsc3)cc2)C1 (configuration not stated) | 11% | i | ? | -1 | ? | 3% | /
COc1ccc(-c2cnc3[nH]cc(CC(=O)Nc4ccncc4)c3c2)cc1 | -10%[87.6 µM] | 5%[88.5 µM] | 32µM* | -39* | ? | -10%[87.6 µM] | -26%[172 µM]
Cc1ccccc1NS(=O)(=O)c1ccc2[nH]cc(C(=O)NC3CCCCC3)c(=O)c2c1 | ? | / | / | 16 | / | -15% | /
O=C(NCc1nnc2c(-c3nc(C4CC4)no3)cccn12)c1cccnc1 | -27% | i | 3% | 6 | i | 0% | -1%
Cc1ccc(Cl)cc1N1CCN(C(=O)c2ccc(NC(=O)c3nsc4ccccc34)cc2)CC1 | 74%[activator] | / | / | 7 | / | 9% | /

Bioassay records: PubChem, National Center for Advancing Translational Sciences (NCATS)
